Screens: PubChem BioAssay, The Scripps Research Institute Molecular Screening Center
OXTR ag: human OXTR agonism; actives 0.32% (n = 320,000); CHO-OTR cells, Fluo-8 calcium fluorescence; normalized: DMSO 0%, oxytocin 100%; AID 2435; activation, % at 3 µM;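 active = activation above the mean of all tested compounds plus 3 SD, cutoff set per screening run, cut at about 20% in these data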;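 also: peak over basal fluorescence ratio from a 100 s FLIPR kinetic read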
Target sequence (P30559 whole entry, looked up): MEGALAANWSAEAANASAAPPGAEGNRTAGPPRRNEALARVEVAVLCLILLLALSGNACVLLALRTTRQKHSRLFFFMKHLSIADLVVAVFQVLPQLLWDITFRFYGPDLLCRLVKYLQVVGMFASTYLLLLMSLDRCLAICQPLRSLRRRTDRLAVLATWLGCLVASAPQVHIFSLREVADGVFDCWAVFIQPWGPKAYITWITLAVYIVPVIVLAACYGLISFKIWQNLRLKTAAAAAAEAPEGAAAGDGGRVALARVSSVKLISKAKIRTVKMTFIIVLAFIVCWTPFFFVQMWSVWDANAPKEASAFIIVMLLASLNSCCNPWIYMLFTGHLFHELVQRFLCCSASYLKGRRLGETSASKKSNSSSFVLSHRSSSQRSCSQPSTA
M1 ag: human M1 muscarinic receptor agonism; P11229; CHO-K1 hM1, Fluo-8 calcium fluorescence, agonist mode; 0% DMSO, 100% acetylcholine EC100; activation, % at 3 µM; actives 0.33% (n = 360,000);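 active = activation above the run's mean compound activation plus 3 SD, cut at about 16% in these data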;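 also: peak over basal fluorescence ratio within a 140 s kinetic read after compound addition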
TAAR1 antagonist: human TAAR1 antagonism; Q96RJ0; CHO RD-HGA16 TAAR1, Fluo-8 calcium fluorescence, antagonist; inhibition, % at 3 µM; actives 1.5% (n = 360,000); AID 624466;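 active = inhibition above a per-plate cutoff, the mean inhibition of test compounds on that plate plus 3 SD, cut at about 49% in these data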;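 also: 0% = DMSO plus EC80 beta-PEA response and 100% = DMSO alone without agonist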
Target sequence (Q96RJ0 whole entry, looked up): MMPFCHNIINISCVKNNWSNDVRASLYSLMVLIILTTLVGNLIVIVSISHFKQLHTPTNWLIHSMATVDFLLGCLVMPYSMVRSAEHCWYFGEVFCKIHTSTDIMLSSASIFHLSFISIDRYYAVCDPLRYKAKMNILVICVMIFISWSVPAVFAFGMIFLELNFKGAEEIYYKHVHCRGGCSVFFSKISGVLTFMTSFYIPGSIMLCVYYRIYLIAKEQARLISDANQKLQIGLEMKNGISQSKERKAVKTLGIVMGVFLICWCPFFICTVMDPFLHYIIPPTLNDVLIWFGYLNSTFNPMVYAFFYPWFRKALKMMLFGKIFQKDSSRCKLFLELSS
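Test system: hTAAR1-expressing CHO RD-HGA16 cells, Gα16-coupled; Probe or stimulus: EC80 β-phenethylamine stimulus; Compound dosing: single nominal final test compound concentration of 3 µM; Timing: 140 s kinetic read after compound, 140 s after agonist; Signal: Fluo-8 calcium-sensitive fluorescence; Measure: % inhibition of agonist calcium response; Controls: DMSO and EC80 PEA controls.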
TAAR1 ag: agonists of human TAAR1 | Q96RJ0 | CHO RD-HGA16 TAAR1, Fluo-8 calcium fluorescence; vehicle wells 0%, saturating PEA agonist 100% | activation, % at 3 µM | actives 0.99% (n = 360,000) | AID 624467;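 active = activation above the mean activation of all test compounds in the run plus 3 SD, cut at about 38% in these data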
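Assay system – CHO-derived RD-HGA16 cells with stable Gα16 and human TAAR1 · Compound dosing – one-point dosing at 3 µM (nominal) · Incubation – 17-24 h seeding, 75 min 37 °C dye, 30 min RT · Measured by – kinetic Fluo-8 calcium fluorescence · Control set – DMSO vehicle as 0%, PEA at EC100 as 100% · Repeats – single well for each compound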
CHO parental Ca: counter-screen for OX1R antagonists: effect in parental CHO cells; actives 0.63% (n = 330,000); inhibition, % at 5.6 µM; AID 463079; parental CHO-K1, ATP-induced calcium, Fluo-8 fluorescence;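 active = inhibition above that plate's mean sample inhibition plus 3 SD, cut at about 26% in these data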;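 also: 0% = ATP-challenged DMSO wells and 100% = DMSO wells without ATP; some compounds past the cut are filed as inactive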
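test system = CHO parental line | reagent = ATP stimulus | measured by = intracellular calcium via Fluo-8 no-wash fluorescent dye | control set = ATP and no-ATP DMSO wells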
CHRM1 PAM: positive allosteric modulators of human M1 muscarinic receptor. P11229. AID 588819. CHO-K1 hM1, Fluo-8 calcium fluorescence, ACh EC20; 0% = ACh EC20, 100% = maximal ACh. actives 0.088% (n = 360,000). activation, % at 3 µM; in the data active = activation above about 19%, passing the limit was not always enough
V1aR counter: counter-screen for oxytocin receptor agonists: human V1a receptor agonists; actives 0.25% (n = 320,000); activation, % at 3 µM; CHO-V1R cells, Fluo-8 calcium fluorescence, agonist mode; 0% DMSO, 100% 3 nM vasopressin; P37288;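 active = activation above the mean activation of all tested compounds plus 3 SD, per screening run, cut at about 20% in these data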;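 also: signal is peak over basal fluorescence ratio across a 100 second FLIPR read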
CHRM1 antagonist: human CHRM1 antagonism. P11229. CHO-K1 hM1, Fluo-8 calcium fluorescence, ACh EC80 antagonist. inhibition, % at 3 µM. actives 1.3% (n = 360,000);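 active = percent inhibition above its own plate's cutoff, namely the mean of that plate's compound wells plus 3 SD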;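 also: peak over basal fluorescence ratio during 140 s after agonist addition; 0% = ACh EC80 plus DMSO and 100% = DMSO alone without agonist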
OXTR potentiator: potentiators of human oxytocin receptor | CHO-OTR cells, Fluo-8 calcium fluorescence, potentiator mode; 0% = oxytocin EC15, 100% = EC100 | activation, % at 3 µM | actives 0.061% (n = 320,000) | P30559;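 active = activation above that plate's cutoff, the mean activation of tested compounds plus 3 SD, cut at about 6.6% in these data, passing the limit was not always enough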;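 also: 100% uses oxytocin at 75 nM as the full agonist control; some results filed as inactive read as strong as hits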
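Assay system: CHO cell line stably expressing human OTR | Also added: Oxytocin at about EC15, sub-maximal agonist stimulus | Times: Compound 6 min at room temperature before oxytocin, 100 s read | Measured by: Fluo-8 intracellular calcium fluorescence, ex 470-495, em 515-575 nm | Controls: EC15 oxytocin alone as 0%, 75 nM oxytocin as 100%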
Numbers without * were called inactive; / = no result given; & = joins results of further samples.

nr	mol	TAAR1 ag	V1aR counter	CHO parental Ca	CHRM1 antagonist	M1 ag	TAAR1 antagonist	OXTR potentiator	CHRM1 PAM	OXTR ag
1	O=C(CCC(=O)N/N=C/c1c[nH]c2ccccc12)NCc1ccccc1	2	0.5	-9	-6	-10	-5	6	12	-0.1
2	Cc1cccc(Sc2c([N+](=O)[O-])ncn2C)n1	0	-0.6	1	-1	-5	4	-2	7	1.1
3	CC(C)CC(OC(=O)c1nsc(Cl)c1Cl)C(=O)NCC1CCCO1 (configuration not stated)	13	-0.2	0	-8	-6	-21	-2	7	-0.5
4	CC(=O)N1CCN(c2cc(N3CCc4ccccc4C3)c(F)cc2[N+](=O)[O-])CC1	2	0.8	-13	-3	-7	22	-11	-4	2.3
5	O=C(CN1CCN(Cc2ccccc2)CC1)Nc1ccc2c(c1)CCC2	2	1.6	-12	-2	-6	-14	0	0	-0.7
6	O=C(CS(=O)c1ccc(Br)cc1)N1CCOCC1 (configuration not stated)	-1	0.5	-3	4	-3	-8	-10	-6	-0.5
7	COc1ccc(C(=O)NC2CC2)cc1OC1CCN(Cc2ccccc2F)CC1	1	-0.3	-17	2	-6	11	-2	-2	0.6
8	O=C(CCCCCn1c(=S)[nH]c2cc3c(cc2c1=O)OCO3)NCCc1ccccc1	34	-1.8	-2	2	-4	-19	-10	2	-1.9
9	CSc1ccccc1C(=O)Nc1cc(C)ccc1C	-1	-0.7	-4	-7	-11	11	-5	11	-1.2
10	COc1ccc(OC)c(Cc2nnc(CCC(=O)NC3C4CC5CC(C4)CC3C5)o2)c1 (configuration not stated)	5	-0.4	-17	-5	-9	-14	-10	8	-1.3
11	CCOC(=O)CN1C2=NCCCN2c2ccccc21	7	-0.3	4	-9	-10	-2	1	2	0.7
12	CC(CCc1ccccc1)NS(=O)(=O)c1ccccc1Cl (configuration not stated)	0	7.9	-18	-16	-4	-8	0	5	-0.8
13	CC(NC(=O)Nc1cccc([N+](=O)[O-])c1)c1ccc2c(c1)OCO2 (configuration not stated)	5	9.2	-1	2	5	10	-1	9	3.8
14	O=C(Nc1ccccc1)OCCOc1ccccc1	-1	-1.9	-10	-1	-6	-1	0	5	-1.9
15	COCCNC(=O)CN(C(=O)CCC(=O)Nc1cc(C)on1)c1ccc(C)cc1C	6	-0.6	-6	0	-1	0	-7	4	0.5
16	O=C(COc1cc2oc(=O)c3c(c2cc1Cl)CCC3)Nc1ccccn1	4	0.8	-7	1	-3	-9	-3	0	0.0
17	CCCCNC(=O)C(=O)NCC1CCCN1S(=O)(=O)c1cccs1 (configuration not stated)	0	0.5	-2	-5	-4	-3	-9	4	1.2
18	CC(=O)OCC(OC(C)=O)C(OC(C)=O)C(OC(C)=O)C(=O)Nc1cccc(C)c1 (configuration not stated)	2	0.4	-17	-6	-2	-15	-3	3	-0.9
19	COc1ccc(/C=N/NC(=O)Cn2nnc3ccccc32)cc1OC	1	0.8	-7	7	-6	14	2	-2	-0.2
20	Cc1[nH]c2ccccc2c1C(c1ccncc1)N1CCN(c2ccccc2F)CC1 (configuration not stated)	12	0.5	-1	-2	-6	14	-3	0	1.9

The closing seven records of the part above open the next one.
nr	mol	TAAR1 ag	V1aR counter	CHO parental Ca	CHRM1 antagonist	M1 ag	TAAR1 antagonist	OXTR potentiator	CHRM1 PAM	OXTR ag
14	O=C(Nc1ccccc1)OCCOc1ccccc1	-1	-1.9	-10	-1	-6	-1	0	5	-1.9
15	COCCNC(=O)CN(C(=O)CCC(=O)Nc1cc(C)on1)c1ccc(C)cc1C	6	-0.6	-6	0	-1	0	-7	4	0.5
16	O=C(COc1cc2oc(=O)c3c(c2cc1Cl)CCC3)Nc1ccccn1	4	0.8	-7	1	-3	-9	-3	0	0.0
17	CCCCNC(=O)C(=O)NCC1CCCN1S(=O)(=O)c1cccs1 (configuration not stated)	0	0.5	-2	-5	-4	-3	-9	4	1.2
18	CC(=O)OCC(OC(C)=O)C(OC(C)=O)C(OC(C)=O)C(=O)Nc1cccc(C)c1 (configuration not stated)	2	0.4	-17	-6	-2	-15	-3	3	-0.9
19	COc1ccc(/C=N/NC(=O)Cn2nnc3ccccc32)cc1OC	1	0.8	-7	7	-6	14	2	-2	-0.2
20	Cc1[nH]c2ccccc2c1C(c1ccncc1)N1CCN(c2ccccc2F)CC1 (configuration not stated)	12	0.5	-1	-2	-6	14	-3	0	1.9
21	C/C=C/C=N/Nc1nc(-c2ccc([N+](=O)[O-])cc2)cs1	-1	0.7	-14	6	-10	-10	-5	-6	-1.0
22	Cn1c(=O)[nH]c(=O)c2c1nc(N1CCNCC1)n2Cc1ccccc1Cl	5	-0.2	-8	4	-9	-6	-20	-7	0.6
23	NCCOc1ccc(C23CC4CC(CC(C4)C2)C3)cc1	81*	1.4	7	-2	12	16	-12	17	6.4
24	c1ccc(Oc2cc(-n3cncn3)ncn2)cc1	1	0.4	19	-13	-8	-6	-8	12	1.0
25	Cc1ccc(C(=O)NN2C(=O)c3ccc(S(=O)(=O)c4ccc(C(=O)O)cc4)cc3C2=O)cc1	10	-0.3	-2	2	-5	0	-1	-1	-1.2
26	CCOC(=O)c1sc2nc(C)nc(Nc3ccc(OC)cc3)c2c1C	0	-0.7	-18	-4	-1	3	1	2	-1.9
27	COc1ccccc1C(C(C(=O)c1ccccc1)N1CCOCC1)N1CCOCC1 (configuration not stated)	7	/	/	-2	-4	-6	/	2	/
28	O=C(Oc1ccc2ccc(OC(=O)N3CCOCC3)cc2c1)N1CCOCC1	-2	1.4	-3	0	1	-22	-19	2	0.3
29	C=CCn1c(-c2cccn(Cc3ccc(Cl)cc3)c2=O)n[nH]c1=S	1	-0.3	-4	13	-1	-1	-1	-8	0.3
30	COc1ccc(N2CCN(c3cnc4ccccc4n3)CC2)cc1	5	3.4	-19	-2	-6	4	-2	6	1.6
31	CC1CCCN(C(=O)COC(=O)Cc2c(F)cccc2Cl)C1 (configuration not stated)	0	1.6	-13	-1	-7	6	-12	3	-0.7
32	O=C(COC(=O)c1ccc(S(=O)(=O)NCc2ccco2)cc1)c1ccccc1	8	7.0	3	-3	-5	2	-10	0	2.3
33	CCN(CCCNC(=O)CC1Oc2ccc(C)cc2NC1=O)Cc1ccccc1 (configuration not stated)	2	-0.2	-4	-8	-14	-16	4	-1	0.4
34	COc1cc2c(c(Br)c1N)-c1cc(Br)c(N)cc1C2=O	-1	/	/	-3	-5	1	/	4	/
35	CC(C)(C)S(=O)(=O)c1ccsc1C(=O)O	0	1.4	-4	-10	-5	-6	2	11	1.9
36	COc1ccc(C2OC(=O)c3ccccc3S2)cc1 (configuration not stated)	1	-0.7	11	1	-6	-17	-7	-4	-2.0
37	C#Cc1cccc(N2C(=O)C3C4C=CC(C3C2=O)C2C(=O)N(c3cccc(C#C)c3)C(=O)C42)c1 (configuration not stated)	2	/	/	-13	0	-10	/	9	/
38	Cc1ccccc1C(=O)Nc1cc(S(=O)(=O)N2CCCCC2)ccc1N1CCN(C)CC1	0	0.4	-16	-10	2	15	-9	9	0.4
39	Cc1ccc(OCc2ccc(C(=O)NCC3CCCO3)cc2)cc1C (configuration not stated)	1	6.8	-19	-3	1	-13	-7	-1	7.4
40	CCCCCn1c(=N)n(CC(O)COc2ccccc2OC)c2ccccc21 (configuration not stated)	10&6	2.1&4.1	-12&-10	2&4	-6&-2	5&6	-7&-6	0&6	4.0&2.8
41	CCCCC(=O)N(CCOC)c1nnc(-c2ccc(OC)cc2)s1	6	0.6	-19	-22	-1	12	-16	9	-0.5
42	O=C(O)c1ccc(N2C(=O)CC(N3CCN(c4cccc(Cl)c4)CC3)C2=O)cc1 (configuration not stated)	7	1.1	4	-7	-6	-5	-12	5	0.4
43	O=C(c1cccs1)N1CCN(c2ncc(Br)cn2)CC1	4	-0.3	-4	-2	-3	0	-4	4	-0.9
44	CN(C)c1ccc(C=c2c3ccccc3n3c2cc(-c2ccc(Cl)cc2)[n+]3C)cc1	2	/	/	23	-7	-2	/	-16	/
45	CCOC(=O)CSc1nc(-c2ccc(OC)cc2)ns1	4	0.1	1	-3	-3	-9	-2	7	-0.9
46	COc1ccc(-c2csc(-n3ncc(-c4cccs4)c3N)n2)cc1	12	-0.1	-6	7	-3	-7	3	-4	1.3
47	COc1cc(C(=O)NCc2cccc3ccccc23)ccc1OCc1ccccc1	14	5.5	-6	-9	-3	5	-1	11	1.5
48	Cc1ccc(-c2ccnc3c(Cl)c(C)nn23)cc1	-2	-1.5	-17	-11	-8	0	-1	4	-2.4
49	NC(=S)N/N=C/c1coc2c(ccc3ccccc32)c1=O	0	0.3	-2	-8	-7	-7	-4	3	0.6
50	O=C(O)c1c2c(nc3ccccc13)/C(=C/c1cccc([N+](=O)[O-])c1)CCC2	0	-0.6	2	-10	-2	-26	-5	6	0.9
51	O=C1c2ccccc2C(=O)N1C1(C(=O)NC2(C(=O)O)CCCC2)CCCC1	2	/	/	-22	-2	-2	/	12	/
52	COc1cccc(NC(=S)/C(=C(\[O-])c2ccc(C)c([N+](=O)[O-])c2)[n+]2ccccc2)c1	-1	0.2	-2	1	-6	-7	-13	2	-1.7
53	COC(=O)C(C)Oc1ccc2c(c1)O/C(=C\c1ccco1)C2=O (configuration not stated)	0	0.2	-16	-5	-2	-13	-10	0	-1.5
54	COc1ccc(S(=O)(=O)N2CCOCC2)cc1NC(=O)c1cccc(Cl)c1	10	0.6	-10	14	-2	30	-14	-5	1.7

One compound at a time (already shown). Order of values: TAAR1 ag | V1aR counter | CHO parental Ca | CHRM1 antagonist | M1 ag | TAAR1 antagonist | OXTR potentiator | CHRM1 PAM | OXTR ag
COc1ccc(S(=O)(=O)N2CCOCC2)cc1NC(=O)c1cccc(Cl)c1 across the screens: 10 | 0.6 | -10 | 14 | -2 | 30 | -14 | -5 | 1.7
CCOC(=O)CSc1nc(-c2ccc(OC)cc2)ns1 across the screens: 4 | 0.1 | 1 | -3 | -3 | -9 | -2 | 7 | -0.9
